TDP2 inh – blocks human TDP2 phosphodiesterase activity; O95551; recombinant TDP2, T5PNP hydrolysis, p-nitrophenol absorbance 415 nm; inhibition, % at 12.8 µM; hit rate 0.34% among 370,000;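 active = inhibition above the mean of all tested compounds plus 3 SD, set per campaign, cut at about 25% in these data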;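 also: 0% = DMSO with enzyme and 100% = buffer with substrate but no TDP2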
Target sequence (O95551 whole entry, looked up): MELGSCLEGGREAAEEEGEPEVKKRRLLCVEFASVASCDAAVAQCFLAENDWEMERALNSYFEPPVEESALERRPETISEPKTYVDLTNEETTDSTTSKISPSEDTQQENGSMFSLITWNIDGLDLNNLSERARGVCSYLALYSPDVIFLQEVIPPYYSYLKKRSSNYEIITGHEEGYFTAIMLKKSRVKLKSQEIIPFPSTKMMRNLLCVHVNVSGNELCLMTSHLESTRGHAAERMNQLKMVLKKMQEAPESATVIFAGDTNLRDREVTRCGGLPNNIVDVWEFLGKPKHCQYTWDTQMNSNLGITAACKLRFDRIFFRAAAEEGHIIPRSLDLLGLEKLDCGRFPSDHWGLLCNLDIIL
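Evaluation: % inhibition relative to enzyme-containing and enzyme-free wells. Material: recombinant human TDP2. Benchmarks: enzyme-free and DMSO wells. Timing: enzyme reaction with compound for 2 h at 37 °C. Compound dosing: 12.8 µM only. Measured by: p-Nitrophenol epi absorbance. Reagent: T5PNP substrate at 5 mM, a TopII-DNA adduct mimic. Replication: single well per compound.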
rCAG RNA binder – binds r(CAG) RNA repeats; r(CAG) RNA repeat, TO-PRO-1 dye displacement fluorescence; inhibition, % at 3 µM; hit rate 1.3% among 370,000; AID 651821;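 active = inhibition above the plate cutoff, the mean of all test compounds on that plate plus 3 SD, cut at about 35% in these data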;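 also: 0% = DMSO alone and 100% = 100 µM mitoxantrone as full dye displacement; higher means more dye released from RNA so lower well fluorescence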
GC-B act – GC-B (human) receptor activation; P20594; HEK293-GC-B cells, CNP EC30, cGMP TR-FRET; 0% at EC30 CNP, 100% saturating CNP; activation, % at 10 µM; hit rate 0.11% among 370,000;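 active = activation at 10 µM reaching about 35% in either raw or pattern-adjusted values, limit read from the data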
ABHD4 inh – inhibits mouse alpha/beta hydrolase domain 4; purified mABHD4, FP-Rh probe fluorescence polarization; inhibition, % at 8.92 µM; hit rate 0.54% among 370,000; AID 720543;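 active = inhibition exceeding the mean over every tested compound plus 3 SD, cut at about 30% in these data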;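 also: 0% = plate median of compound wells and 100% = S159A mutant with DMSO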
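Assay system: Wild-type mouse ABHD4 protein | Medium: HEPES pH 7.0 buffer, 150 mM NaCl, 0.01% Pluronic F-127 | Incubation: Enzyme–compound pre-incubation 45 min, then probe 60 min, both 25 °C | Technique: Fluorescence polarization with parallel and perpendicular emission, 525/598 nm | Evaluation: % inhibition of FP-Rh probe binding versus controls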
PRMT1 FP inh – blocks human protein arginine methyltransferase 1; recombinant PRMT1, activity-based probe fluorescence polarization; hit rate 1.3% among 370,000; inhibition, % at 2.79 µM;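 active = inhibition above about 21% made by adding two undisclosed values, limit read from the data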
SIAE primary – inhibitors of human sialic acid acetylesterase SIAE; SIAE FP-Rh probe binding, fluorescence polarization; inhibition, % at 9.66 µM; hit rate 0.69% among 370,000; AID 1053197; Q9HAT2;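 active = inhibition above a cutoff: mean of compounds within the control limits plus 3 SD of those, cut at about 17% in these data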;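 also: 0% = plate median of compound wells and 100% = probe without SIAE protein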
MBD2 inh – MBD2-methylated oligo binding inhibition; Q9UBB5; TR-FRET, MBD2 binding to methylated oligonucleotide; inhibition, % at 4.4 µM; hit rate 0.31% among 370,000; AID 686964; in the data active = inhibition above about 13%
Target sequence (Q9UBB5 whole entry, looked up): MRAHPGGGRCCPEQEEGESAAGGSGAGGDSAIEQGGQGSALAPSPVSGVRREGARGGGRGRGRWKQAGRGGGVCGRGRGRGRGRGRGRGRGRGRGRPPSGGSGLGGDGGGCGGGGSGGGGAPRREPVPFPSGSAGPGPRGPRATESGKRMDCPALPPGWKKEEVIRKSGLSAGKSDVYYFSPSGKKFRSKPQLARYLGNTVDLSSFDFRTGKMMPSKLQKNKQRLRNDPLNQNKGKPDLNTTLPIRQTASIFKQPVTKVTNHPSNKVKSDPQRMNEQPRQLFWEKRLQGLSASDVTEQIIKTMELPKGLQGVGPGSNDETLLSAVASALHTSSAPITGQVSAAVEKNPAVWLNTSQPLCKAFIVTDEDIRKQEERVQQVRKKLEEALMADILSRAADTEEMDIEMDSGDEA
HTRA1 inhibitor – blocks human HTRA1 serine peptidase; Q92743; recombinant HTRA1, FP-rhodamine activity-based probe, fluorescence polarization; inhibition, % at 5.96 µM; hit rate 0.5% among 340,000; in the data active = inhibition above about 36%;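 also: 0% = enzyme with DMSO and 100% = wells lacking enzyme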
LEDGF integ inh – blocks HIV-1 LEDGF/p75-dependent DNA integration | TR-FRET IN-LEDGF/p75 DNA integration, Eu/Cy5 | inhibition, % at 3.7 µM | hit rate 0.64% among 370,000 | AID 743269;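 active = inhibition above the screen-wide mean plus 3 SD, cut at about 13% in these data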;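 also: signal is the Cy5 over europium emission ratio at 671 and 618 nm; 0% = plate median of compound wells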
TCR-CD3 inh – human TCR-CD3 binding inhibition | TAMRA-labeled TCR probe fluorescence, biochemical | inhibition, % at 9.4 µM | hit rate 0.37% among 360,000 | AID 651800; in the data active = inhibition above about 19%;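 also: recombinant mutant TCR 2C K166C tagged with TAMRA read by polarization; 0% = receptor in buffer alone and 100% = receptor with positive control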
Numbers without * were called inactive; · = no result given. An excerpt. The share of hits here may be higher or lower than overall.

canonical_smiles	TDP2 inh	rCAG RNA binder	GC-B act	ABHD4 inh	PRMT1 FP inh	SIAE primary	MBD2 inh	HTRA1 inhibitor	LEDGF integ inh	TCR-CD3 inh
O=C(C[C@H]1C/C=C\CCCCC(=O)OC[C@H]2CCCN2C1=O)N[C@H](CO)Cc1ccccc1	6	-9	2	3	-1	-4	-1	0	0	6
CC1(C(=O)NS(=O)(=O)C2CC2)CCN(C(=O)c2cc(F)cc(F)c2)C1 (stereo unspecified)	0	1	1	3	-1	1	6	·	-2	-3
CCC(C)N(C(=O)Cn1nnc2ccccc21)C(C(=O)NCc1ccco1)c1cccc(OC)c1 (stereo unspecified)	-5	-4	-5	-10	-4	11	8	1	0	-11
N#C/C(N=Nc1ccccc1O)=N\Nc1ccccc1O	15	57*	-9	67*	10	4	-4	68*	2	-8
CC(=O)OCC(=O)Nc1ccc([N+](=O)[O-])cc1Cl	2	-1	-4	-2	0	0	-3	1	-2	4
Cc1ccc(/C=C2/Sc3ccc(C(=O)NCc4ccccn4)cc3NC2=O)cc1	-11	6	-6	6	-1	-17	1	-18	4	3
COCCCNC(=O)C1CCN(C(=O)c2oc3cc4sc(N(C)C)nc4cc3c2C)CC1	3	-4	-4	3	0	-2	-2	6	-8	-4
O=C(c1ccc2c3c(cccc13)CC2)N1CCOCC1	-4	1	4	0	6	-1	1	-6	-3	-4
O=C(Cn1cnc2c(nnn2Cc2ccccc2F)c1=O)NCC1CCCO1 (stereo unspecified)	0	-1	6	-6	3	0	1	2	5	0
CN1C2=NC(c3ccc4ccccc4c3)CC(=O)N2/C(=C\c2ccccc2)C1c1ccccc1C(F)(F)F (stereo unspecified)	3	·	-19	-17	4	-3	6	·	-3	·

The listing continues.
canonical_smiles	TDP2 inh	rCAG RNA binder	GC-B act	ABHD4 inh	PRMT1 FP inh	SIAE primary	MBD2 inh	HTRA1 inhibitor	LEDGF integ inh	TCR-CD3 inh
CC(C)CCNC(=O)c1cc(S(=O)(=O)N2CCC3(CC2)OCCO3)ccc1F	-2	0	3	2	2	0	-2	1	1	-5
COc1cccc(-c2ccc(SCC(=O)NC3CCCCC3)nn2)c1	-15	-2	-6	-2	-4	-5	-5	-5	3	0
CCCc1nnc(NS(=O)(=O)c2ccc(OC)cc2)s1	-3	5	4	0	4	-2	-3	-4	3	7
NC(=O)CSc1nnc(CNc2cccc(Cl)c2)n1CCc1ccccc1	-4	-3	-19	2	-1	3	-2	-4	0	4
CCN1CCN(c2cc(=O)n(C3CCCCC3)c(=O)[nH]2)CC1	0	0	-2	3	2	3	-3	2	0	2
CCOC(=O)C(NC(=O)Nc1cccc(C)n1)(OCC(F)(F)F)C(F)(F)F (stereo unspecified)	10	0	1	-4	-1	2	-4	4	-2	-2
CCc1ccccc1NC(=O)c1nnn(CC(=O)Nc2cccc(C)c2)c1N	8	8	-6	-10	-1	5	-2	-14	0	0
Cc1ccccc1-c1csc(C(O)c2ccc(F)c(F)c2)n1 (stereo unspecified)	3	2	-1	-5	2	2	2	·	0	-9
Cc1ccc(C)c(NC(=O)C2(C)CCCN2C(=O)C(C)C)c1 (stereo unspecified)	-10	-1	4	5	0	-6	-3	·	2	15
C(=N\Nc1nc(N2CCCCC2)nc(N2CCCCC2)n1)/c1c[nH]c2ccccc12	5	5	-3	9	-3	14	-3	4	-4	10

Full records as entered above. Order of values: TDP2 inh	rCAG RNA binder	GC-B act	ABHD4 inh	PRMT1 FP inh	SIAE primary	MBD2 inh	HTRA1 inhibitor	LEDGF integ inh	TCR-CD3 inh
`Cc1ccc(C)c(NC(=O)C2(C)CCCN2C(=O)C(C)C)c1` (stereo unspecified) across the screens: -10	-1	4	5	0	-6	-3	·	2	15
`NC(=O)CSc1nnc(CNc2cccc(Cl)c2)n1CCc1ccccc1` across the screens: -4	-3	-19	2	-1	3	-2	-4	0	4

(listing goes on)
canonical_smiles	TDP2 inh	rCAG RNA binder	GC-B act	ABHD4 inh	PRMT1 FP inh	SIAE primary	MBD2 inh	HTRA1 inhibitor	LEDGF integ inh	TCR-CD3 inh
Cc1noc(C)c1C(=O)N1CCN(S(=O)(=O)c2cccc(Cl)c2Cl)CC1	-7	-4	2	0	-2	3	2	3	-2	-2
Cc1ccc(Cn2nc(C)c(C(=O)N3CCN(S(=O)(=O)/C=C/c4ccccc4)CC3)c2C)cc1	1	3	9	6	3	9	-1	15	-3	4
CN(C)C1=NC[C@H](Cc2ccccc2)N1CCc1cccc(F)c1	-4	3	-6	-11	4	-1	6	-4	1	-6
CCN1CCN(CCC(=O)Nc2ccccc2OC)CC1	-7	-3	4	0	-3	-3	4	6	1	5
COc1ccc(NC(=O)c2ccc3c(c2)OCCO3)cc1OC	-11	2	0	2	-3	2	1	-7	0	-3
O=C(NNC(=O)C12CC3CC(CC(C3)C1)C2)[C@@H]1C[C@H]1c1ccccc1	1	-3	2	4	-3	-6	0	-7	3	3
CC12CCC(C(=O)N3CCOCC3)([C@H](Br)C1=O)C2(C)C (stereo partly specified)	-6	-4	3	5	0	0	-9	·	-7	4
CCCC(C)NC(=O)c1ccc(OCc2ccc(Cl)cc2)c(OC)c1 (stereo unspecified)	4	-3	6	-5	-1	4	-6	-4	0	-5
Clc1ncnc2scc(-c3ccccc3)c12	7	-1	8	-3	-2	-3	5	-6	-1	-2
CCOC(=O)c1nnn(-c2nonc2-n2cccc2)c1CCl	-1	5	3	-1	2	0	1	4	2	2

(next part)
canonical_smiles	TDP2 inh	rCAG RNA binder	GC-B act	ABHD4 inh	PRMT1 FP inh	SIAE primary	MBD2 inh	HTRA1 inhibitor	LEDGF integ inh	TCR-CD3 inh
CC1(C)CC(=O)C2=C(C1)OC(N)=C(C#N)C2c1ccc(OC(=O)N2CCOCC2)cc1 (stereo unspecified)	2	-3	1	2	-4	-2	-5	-5	2	6
CCCc1cc(=O)oc2cc3oc(C)c(C)c3cc12	9	9	-4	-1	-2	-1	-5	-7	4	-1
CC1=C(C)CC(C(=O)NCC(=O)c2ccccc2)C(C(=O)O)C1 (stereo unspecified)	-3	-3	-5	4	3	-2	2	4	-4	-5
C=CCOc1c(CNc2cccc(C(=O)O)c2)cccc1OC	-17	4	0	1	-2	-4	-7	0	-5	-4
CC(=O)Nc1n[nH]c(S(=O)(=O)Cc2ccc(Cl)cc2Cl)n1	-1	-1	9	-4	-1	6	5	4	1	-10
Cc1ccc(C)c(NC(=O)CN(C)C(=O)Cc2ccccc2)c1	7	-1	3	-7	-1	-1	-7	4	0	-6
Nn1cnnc1N/N=C/c1ccc(F)cc1	64*	-1	1	1	1	4	5	-4	65*	7
O=C(Nc1cccc(C(F)(F)F)c1)c1ccc(-n2cncn2)nc1	-2	3	-2	-6	-3	-4	-2	-3	-2	-3
COc1ccc(C(=O)NCC(=O)NCC2(N(C)C)CCCCC2)cc1OC	-6	0	0	5	-1	0	1	0	-2	3
CCCN1CCN(C(=O)Cn2nc(CC)n3c(cc4sccc43)c2=O)CC1	5	-3	2	0	-3	5	-2	-3	0	-2

Next part.
canonical_smiles	TDP2 inh	rCAG RNA binder	GC-B act	ABHD4 inh	PRMT1 FP inh	SIAE primary	MBD2 inh	HTRA1 inhibitor	LEDGF integ inh	TCR-CD3 inh
CCCOc1ccc(N2C(=O)CC(NCCc3ccc(S(N)(=O)=O)cc3)C2=O)cc1 (stereo unspecified)	1	5	0	6	51*	4	2	2	-1	2
Cc1ccccc1NC(=S)NCC1CCC(CNC(=S)Nc2ccccc2C)CC1 (stereo unspecified)	12	-2	2	2	-3	1	-1	4	-1	-4
COc1ccc(NC(=O)c2ccc(COc3ccc(C)cc3)o2)cc1	-2	-2	-2	-7	3	0	-2	-17	-3	-6
COc1ccc(S(=O)(=O)N2CCCN(CC(=O)Nc3ccc(OC)c(Cl)c3)CC2)cc1	6	-3	-1	-3	-4	-4	3	-15	-1	2
Cc1cc(C)cc(NC(=S)Nc2cccc3cnccc23)c1	9	8	-7	3	9	4	0	3	-1	2
CC1Cc2ccccc2N1C(=O)c1cc2cccnc2n(C)c1=O (stereo unspecified)	-5	0	1	2	-5	1	-7	-7	7	-1
COc1ccc(Cl)cc1N(CC(=O)NCCSc1ccccn1)S(=O)(=O)c1ccccc1	5	-5	-8	-2	-2	-3	-3	-16	-3	-1
CCc1ccc(-c2nnn(CCC(=O)OC)n2)cc1	-14	-3	-1	0	-2	8	5	7	2	8
CC1=C(C(=O)N(C)C)CC(CC(=O)NCc2ccco2)C(=O)N1CCC1=CCCCC1 (stereo unspecified)	-5	0	1	-7	2	-2	6	3	-8	-2
O=C(NNC(=O)c1nc2ccccc2[nH]1)OCc1ccccc1	-3	-1	-10	36*	-2	5	-2	3	-1	0

Continued:
canonical_smiles	TDP2 inh	rCAG RNA binder	GC-B act	ABHD4 inh	PRMT1 FP inh	SIAE primary	MBD2 inh	HTRA1 inhibitor	LEDGF integ inh	TCR-CD3 inh
CCOc1cc(N2CCOCC2)c(OCC)cc1NC(=O)CN1C(=O)NC(CC)(c2ccc(F)cc2)C1=O (stereo unspecified)	0	0	0	9	-1	4	7	-2	-3	0
CCCn1c(O)c(N=NC(=O)CNC(=O)/C=C/c2ccc(OC)cc2)c2ccccc21	5	5	0	-1	-2	6	-2	-26	3	5
COc1ccc(NC(=O)CN(C)C(=O)Cc2ccc(-c3ccccc3)cc2)cc1	3	6	2	-7	0	-5	-1	-33	2	4
CN(C)c1ccc(CC(=O)N2CCCC(c3cc(C(=O)Nc4ccc(F)c(Cl)c4)no3)C2)cc1 (stereo unspecified)	-12	8	0	0	-4	4	0	·	7	-3
COC(=O)c1ccc(C(=O)OC)c(NC(=S)N2CCCC(CO)C2)c1 (stereo unspecified)	4	-1	0	0	-1	-5	24*	1	0	4
CN(C)S(=O)(=O)c1ccc(C(=O)OCC(=O)NCc2ccco2)cc1	-9	3	2	1	2	11	-5	5	2	5
CSCCC(NC(=O)c1ccc(Cl)cc1)C(=O)OCC(=O)Nc1cc(Cl)ccc1C#N (stereo unspecified)	-1	0	-3	-1	1	-2	-1	7	-1	1

High-throughput results (PubChem)
